MLLE-PAM2 inh – inhibitors of microRNA-mediated deadenylation, human PABP1 MLLE binding | GST-MLLE / FITC-PAM2 fluorescence polarization | inhibition, % at 20 µM | hit rate 0.36% among 360,000 | AID 588489; in the data active = inhibition above about 35%, passing the limit was not always enough;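 note: plate controls were DMSO wells with GST-MLLE for no effect and wells lacking GST-MLLE protein for full effect; some results filed as inactive read as strong as hits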
TbMetRS inhib – blocks T. brucei methionyl-tRNA synthetase activity; purified T. brucei MetRS, ATP depletion, Kinase-Glo luminescence; inhibition, % at 11.9 µM; hit rate 0.4% among 360,000; AID 624268;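 active = inhibition above a per-plate cutoff of the control wells' mean inhibition plus 3 SD, cut at about 5.5% in these data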;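 note: 0% = DMSO wells median and 100% = median of wells with control inhibitor compound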
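technique = Kinase-Glo luminescence, ATP depletion format | system = purified MetRS (methionyl-tRNA synthetase) enzyme from Trypanosoma brucei | timing = 15 min preincubation, 2 h reaction, all 25 °C | evaluation = percent inhibition versus plate control medians | dosing = single dose, 11.9 µM final nominal, 0.9% final DMSO | also added = substrates ATP, L-methionine and bulk Escherichia coli tRNA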
FAS TE block – inhibitors of human fatty acid synthase thioesterase domain; inhibition, % at 15 µM; P49327; hit rate 0.67% among 360,000; recombinant FAS-TE, OMFH fluorogenic substrate, fluorescence endpoint;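 active = compounds whose normalised, plate-corrected inhibition of enzyme fluorescence in the single-dose primary screen is 50% or more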;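 note: 0% = DMSO with enzyme and 100% = substrate without enzyme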
E coli Lon inh – inhibits E. coli Lon protease. P0A9M0. purified E. coli Lon protease, fluorescence polarization. inhibition, % at 7.94 µM. hit rate 0.42% among 360,000. AID 602123; in the data active = inhibition above about 13%, passing the limit was not always enough;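 note: 0% = enzyme with probe and DMSO and 100% = no enzyme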
Rin1-Abl PPI inh – human Rin1-Abl interaction inhibition; TR-FRET Rin1/Abl binding, biochemical; P00519+Q13671; inhibition, % at 7.35 µM; AID 588664; hit rate 0.4% among 360,000; in the data active = inhibition above about 5%, passing the limit was not always enough
CSN deneddyl inh – CSN deneddylation inhibition; Purified CSN, SCF-Nedd8-OG deneddylation, fluorescence polarization; inhibition, % at 12.5 µM; hit rate 0.38% among 360,000;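 active = pattern-corrected inhibition above about 35%, with an unprinted fluorescence ratio check between 0.5 and 1.5, limit read from the data, passing the limit was not always enough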;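 note: 0% = enzyme with substrate and 100% = substrate without enzyme; some results filed as inactive read as strong as hits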
Target sequence (Q92905 whole entry, looked up, one chain of several): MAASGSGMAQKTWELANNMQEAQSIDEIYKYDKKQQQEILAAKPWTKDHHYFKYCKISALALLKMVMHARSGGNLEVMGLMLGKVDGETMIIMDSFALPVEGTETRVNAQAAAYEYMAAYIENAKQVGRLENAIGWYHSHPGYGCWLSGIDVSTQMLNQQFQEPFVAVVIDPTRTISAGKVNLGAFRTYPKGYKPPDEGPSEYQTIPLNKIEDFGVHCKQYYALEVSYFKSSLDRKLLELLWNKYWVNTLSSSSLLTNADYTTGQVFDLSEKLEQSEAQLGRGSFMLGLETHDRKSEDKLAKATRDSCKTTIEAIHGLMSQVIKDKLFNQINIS
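Material: human Csn5 produced in HEK293T cells; Input: enzyme 0.24 nM; Reagent: SCFSkp2-Nedd8OG substrate at 10 nM final; Dosing: 12.5 µM compound; Incubation: 90 min reaction at room temperature; Detection: fluorescence polarization of the substrate; Evaluation: % inhibition of substrate cleavage by Csn5; Control set: substrate-only high control, full reaction low control.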
Neddyl block – cullin neddylation inhibition | P61081+Q13564 | TR-FRET cullin neddylation, biochemical | calls only at 25 µM | hit rate 0.58% among 360,000 | AID 651699; in the data active = inhibition above about 36%
Target sequence (P61081 whole entry, looked up): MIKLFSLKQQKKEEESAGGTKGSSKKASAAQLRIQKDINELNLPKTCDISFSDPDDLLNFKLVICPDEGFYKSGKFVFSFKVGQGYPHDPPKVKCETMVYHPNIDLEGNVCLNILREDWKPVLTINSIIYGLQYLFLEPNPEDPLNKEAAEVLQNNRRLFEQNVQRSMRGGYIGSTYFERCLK
Target sequence (Q13564 whole entry, looked up): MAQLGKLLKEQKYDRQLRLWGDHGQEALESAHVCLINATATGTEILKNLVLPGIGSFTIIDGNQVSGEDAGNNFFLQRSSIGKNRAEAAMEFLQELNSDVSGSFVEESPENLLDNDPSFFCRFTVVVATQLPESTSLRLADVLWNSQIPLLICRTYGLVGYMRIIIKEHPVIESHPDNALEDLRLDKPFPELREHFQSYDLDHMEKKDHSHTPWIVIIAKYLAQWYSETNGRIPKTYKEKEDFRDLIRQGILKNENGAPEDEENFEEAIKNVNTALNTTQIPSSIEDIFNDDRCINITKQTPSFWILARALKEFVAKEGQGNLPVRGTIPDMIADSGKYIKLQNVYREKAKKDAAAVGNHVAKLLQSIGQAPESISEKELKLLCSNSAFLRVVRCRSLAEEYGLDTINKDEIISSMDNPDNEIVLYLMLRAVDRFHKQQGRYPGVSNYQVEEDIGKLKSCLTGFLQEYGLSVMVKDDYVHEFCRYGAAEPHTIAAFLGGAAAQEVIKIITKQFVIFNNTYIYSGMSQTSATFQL
MsrA inh – bovine MsrA inhibition; purified bovine MsrA, absorbance read-out; inhibition, % at 15.5 µM; hit rate 0.75% among 360,000; in the data active = inhibition above about 4.5%;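 note: 0% = vehicle wells with enzyme and 100% = reference inhibitor wells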
bovine MsrA act – activates bovine MsrA enzyme. purified bovine MsrA, absorbance read-out. AID 602163. activation, % at 10.6 µM. hit rate 0.3% among 360,000; in the data active = activation above about 7.5%;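 note: 0% = vehicle and 100% = reference activator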
Starred values were filed as active, the others as inactive; i = inactive; . = not tested or not shown; + = active, no number. Rows were taken by chance; any-hit rate near 4%.

#	SMILES	MLLE-PAM2 inh	TbMetRS inhib	FAS TE block	E coli Lon inh	Rin1-Abl PPI inh
1	CC(=O)c1cc2c(cc1NC(=O)CSc1nnc(C)s1)OCO2	2	0.1	-6	-9	-1
2	O=C1C=C(CCc2ccccc2)CCC1	8	-0.1	-4	11	-1
3	COc1c(Cl)cnn(-c2ccc(C)cc2)c1=O	-11	0.5	-8	-1	0
4	Cc1ccc(C(=O)N2CCCC2)cc1S(=O)(=O)Nc1cccc(C)c1C	-6	-0.5	-3	3	4
5	CC(C)COc1ccc(S(=O)(=O)NNC(=O)c2cc3ccccc3o2)cc1	8	-0.3	12	-7	-1
6	COC(=O)C[C@@H]1C[C@H]2c3cc(NC(=O)Nc4ccccc4F)ccc3O[C@H]2[C@H](CO)O1	-10	-0.5	-6	5	0
7	Cn1c(CCC(=O)O)nc2cc(S(=O)(=O)N3CCCC3)ccc21	-11	0.5	-7	-1	3
8	Cc1cc(C)nc(NS(=O)(=O)c2ccc(NC(=O)COc3ccccc3F)cc2)n1	4	0.0	-2	-6	1
9	COC(=O)[C@@]12CCCCN1[C@H](c1ccc(-c3ccc4c(c3)OCO4)c(OC)c1)[C@@H]1C(=O)N(C)C(=O)[C@@H]12	-4	-0.3	17	-9	1
10	N=c1n(CCO)c2ccccc2n1Cc1ccccc1Cl	4	-1.1	-14	0	-1

#	CSN deneddyl inh	Neddyl block	MsrA inh	bovine MsrA act
1	1	i	0.7	1
2	-5	i	-0.7	1
3	0	i	0.9	-2
4	4	i	-0.3	-1
5	-4	i	1.0	1
6	5	i	0.6	-5
7	-3	i	-0.3	-4
8	-2	i	0.2	-3
9	-2	i	-0.4	-3
10	6	i	0.4	-12

Carrying on.
#	SMILES	MLLE-PAM2 inh	TbMetRS inhib	FAS TE block	E coli Lon inh	Rin1-Abl PPI inh
11	Cc1ccc(C(C)C)c(OCC(O)CN2CCOCC2)c1 (stereo not drawn)	5	-1.1	-8	2	1
12	Cc1[nH]c2ccccc2c1C(=O)COC(=O)C1CC(O)CN1S(=O)(=O)c1ccc(Cl)cc1 (stereo not drawn)	-5	-0.4	4	-10	6
13	COc1ccc(NS(=O)(=O)c2cccc(C(=O)NN=Cc3ccc(O)c(OC)c3)c2)cc1	-16	-0.2	-1	-3	3
14	Cc1ccc(C2(CCNC(C)c3cccs3)CCOC(C(C)C)C2)cc1 (stereo not drawn)	7	-0.2	0	-5	-3
15	COc1ccc(N(CC(=O)NC2CCCCC2)C(=O)CCCC(=O)Nc2ccccn2)c(OC)c1	12	-0.3	-3	-2	4
16	Cc1cccc(Nc2nnc(SCc3cc(=O)n4cc(C)ccc4n3)s2)c1	-44	-0.2	-1	6	-3
17	C#CCOCCOCCOCCNc1nc(N2CCN(C(=O)[C@H](CCCN=C(N)N)n3cc(C(N)[C@H](C)CC)nn3)CC2)nc(N2CCN(C(=O)[C@H](CCCN=C(N)N)n3cc(C(N)[C@@H](C)CC)nn3)CC2)n1 (stereo partly drawn)	4	-0.1	-8	-9	3
18	COc1ccc(NS(=O)(=O)c2ccc(OC)c(N(C)S(=O)(=O)c3ccc(Cl)cc3)c2)cc1	9	-0.9	42	3	-1
19	CCOC(=O)CSc1nnc(CSc2nc3sc4c(c3c(=O)[nH]2)CCC4)n1-c1ccccc1	-6	-2.7	-1	5	-5
20	COc1ccc(CN2CCN(C(=O)C3CCN(C(=O)Nc4ccccc4)CC3)CC2)cc1OC	-19	-0.3	-4	-7	1

#	CSN deneddyl inh	Neddyl block	MsrA inh	bovine MsrA act
11	8	i	0.3	-4
12	-3	i	0.2	-6
13	0	i	0.6	-8
14	-2	i	-1.2	-1
15	-1	i	-1.0	2
16	-15	i	0.6	-4
17	9	i	.	1
18	4	i	1.5	-1
19	-2	i	0.1	-2
20	0	i	-0.8	-4

Later entries
#	SMILES	MLLE-PAM2 inh	TbMetRS inhib	FAS TE block	E coli Lon inh	Rin1-Abl PPI inh
21	N#CCCN1CCN(C(=S)c2ccc(-c3ccc(Cl)c(Cl)c3)o2)CC1	23	-0.9	-4	-9	-3
22	O=C1CCC(C(=O)N2CCOCC2)CN1Cc1ccc(Cl)cc1 (stereo not drawn)	-4	0.1	-2	-15	5
23	CCOC(=O)N1CCN(C(=O)COC(=O)COc2c(C)cc(C)cc2C)CC1	-3	-0.4	-3	5	0
24	Cc1ccc(SCc2ccc(C(=O)Nc3cccnc3)cc2)cc1	6	0.0	-11	6	4
25	O=C(Nc1nnc(SCc2c(Cl)cccc2Cl)s1)C1CC(=O)N(c2ccc3c(c2)OCCO3)C1 (stereo not drawn)	-108	-0.7	22	11	-1
26	O=C1CC(c2nc3ccccc3[nH]2)CN1Cc1ccccc1 (stereo not drawn)	1	2.5	-1	-2	-3
27	COc1ccc(N/C=C/C(=O)c2ccc(Oc3ncccn3)cc2)cc1	5	-0.8	-7	0	1
28	Cc1cc2c(SCC(=O)Nc3ccccc3O)ncnc2s1	-7	0.4	-4	0	2
29	COc1ccc(C(C#N)N2N=C(C)CC2(C)C)cc1 (stereo not drawn)	1	0.4	-4	6	-1
30	O=C(COC(=O)c1cc(S(=O)(=O)N2CCOCC2)ccc1F)NCCc1ccc(F)cc1	5	-0.2	-2	4	-2

#	CSN deneddyl inh	Neddyl block	MsrA inh	bovine MsrA act
21	4	i	1.5	-2
22	4	i	-0.2	-3
23	-2	i	0.4	-12
24	5	i	-0.3	-2
25	2	i	-1.2	0
26	-1	i	0.7	-1
27	4	i	2.5	-1
28	3	i	1.3	-2
29	-4	i	1.1	-2
30	1	i	1.1	2

(listing goes on)
#	SMILES	MLLE-PAM2 inh	TbMetRS inhib	FAS TE block	E coli Lon inh	Rin1-Abl PPI inh
31	Nc1cc(=O)[nH]c(SCC(=O)Nc2ccc(S(=O)(=O)N3CCOCC3)cc2)n1	7	0.9	0	-2	0
32	CSc1nc2ccccc2c(=O)n1C1CCCCC1	1	-0.4	12	-4	-1
33	Cc1ccc(C(=O)N/C(=C/c2ccc(Cl)cc2)C(=O)Nc2cccc(C(=O)O)c2)cc1	14	0.3	15	1	5
34	Cn1cccc1P(=O)(c1cccn1C)c1cccn1C	-10	-1.9	-8	-8	1
35	O=C(NCc1ccco1)Nc1ccc2nsnc2c1	21	-0.8	-3	-3	-2
36	N#Cc1ccc(-c2nc3ccc(Br)cn3c2Cc2ccccc2)cc1	4	-0.8	21	-1	-27
37	O=C(OCC(=O)N1CCN(c2ccccc2)CC1)c1ccncc1	2	-0.4	-8	-9	-2
38	CC(C)c1ccccc1NC(=O)C1C2C=CC(C2)C1C(=O)O (stereo not drawn)	0	0.0	-4	-2	4
39	O=C(NCc1ccccc1)C1=C[C@@H](c2ccc(Br)cc2)C[C@@H](OCCCCO)O1	-1	0.0	1	-10	1
40	COc1ccc(OC)c2sc(NC(=O)c3cccc(N4C(=O)CCC4=O)c3)nc12	-9	-0.2	-3	-1	-2

#	CSN deneddyl inh	Neddyl block	MsrA inh	bovine MsrA act
31	1	i	-0.1	-3
32	3	i	2.4	0
33	-15	i	0.1	-4
34	3	i	-0.9	-2
35	0	+	2.6	-5
36	3	i	-0.2	-1
37	0	i	-0.3	-3
38	0	i	1.1	-2
39	6	i	0.5	3
40	20	i	2.4	-3

The list continues:
#	SMILES	MLLE-PAM2 inh	TbMetRS inhib	FAS TE block	E coli Lon inh	Rin1-Abl PPI inh
41	COC(=O)C1=C(C)NC(C)=C(C(=O)OC)C1c1ccccc1[N+](=O)[O-]	25	-1.1	2	-5	-2
42	c1ccc2cc(-c3cc4ccccn4c3)ccc2c1	-25	0.2	2	-13	3
43	O=C(O)CC1Sc2nc3ccccc3n2C1=O (stereo not drawn)	-96	-0.9	-4	-2	3
44	COc1ccc(NC(=O)Cn2nc3n(c2=S)CCC3)cc1	-11	-0.9	-5	-1	-2
45	CCOC(=O)C1=C(C)NC(=O)NC1c1ccc(N2CCC(c3ccccc3)=N2)cc1 (stereo not drawn)	-105	-0.2	0	-35	3
46	CC(C)(C)C(=O)NC1=NCCS1	16	-0.9	-7	-6	1
47	CCCNC(=O)COC(=O)c1ccccc1C(=O)c1ccc(Cl)c([N+](=O)[O-])c1	-3	-0.2	6	-4	2
48	CC(=O)c1ccc(S(=O)(=O)NCCc2cn3ccc(C)cc3n2)cc1	-2	0.7	-4	1	-1
49	Cc1cccc(NC(=S)NC2CC3CCCC(C2)N3Cc2ccco2)c1 (stereo not drawn)	14	-0.3	-8	-5	3
50	OC(CON=C1c2ccccc2-c2ccccc21)CN1CCNCC1 (stereo not drawn)	-4	0.6	-6	2	0

#	CSN deneddyl inh	Neddyl block	MsrA inh	bovine MsrA act
41	1	i	-0.1	-5
42	7	i	0.8	-4
43	0	i	-0.2	-5
44	1	i	0.3	-1
45	22	.	-0.6	-3
46	3	i	0.2	-3
47	5	i	-0.8	-6
48	2	i	-0.9	-2
49	1	i	-1.0	-6
50	-1	i	0.4	-3

Next structures follow.
#	SMILES	MLLE-PAM2 inh	TbMetRS inhib	FAS TE block	E coli Lon inh	Rin1-Abl PPI inh
51	COc1cccc(C(=O)NCCN2CCOCC2)c1	-9	-0.8	-2	-8	7
52	O=C(NNS(=O)(=O)c1ccc(F)cc1)c1cc2ccccc2cc1O	-12	3.5	3	1	-3
53	C/C(=C\c1ccc(Br)cc1)C(=O)c1c(C)cc(C)[nH]c1=O	-9	-1.8	-1	9	-1
54	COc1cccc(C2=NOC(C(=O)Nc3cccnc3Cl)C2)c1 (stereo not drawn)	3	-0.8	-1	-9	3
55	COCCCNC(=O)c1ccc(CSCc2ccc(C)cc2)o1	5	-0.1	-1	5	-2
56	O=C1CS/C(=N/N=C\c2ccn[nH]2)N1	-4	0.2	-3	-5	0
57	Cc1cc(/C=C2/C(=O)N(C)C(=S)N2C)ccc1N1CCCC1	-142	0.4	9	-171	-3
58	CCOC(=O)c1ccccc1NC(=O)Cc1ccc(S(=O)(=O)N2CCCC2)s1	-16	-0.3	29	-2	3

#	CSN deneddyl inh	Neddyl block	MsrA inh	bovine MsrA act
51	3	i	-0.8	-4
52	0	i	-1.1	-2
53	1	i	0.9	-3
54	2	i	0.0	-3
55	2	i	-1.0	-3
56	1	i	0.7	0
57	90	i	-0.1	-5
58	0	i	1.0	-6

Profiles from above. Order of values: MLLE-PAM2 inh, TbMetRS inhib, FAS TE block, E coli Lon inh, Rin1-Abl PPI inh, CSN deneddyl inh, Neddyl block, MsrA inh, bovine MsrA act
Profile of O=C1CS/C(=N/N=C\c2ccn[nH]2)N1 = -4, 0.2, -3, -5, 0, 1, i, 0.7, 0
Profile of O=C(NNS(=O)(=O)c1ccc(F)cc1)c1cc2ccccc2cc1O = -12, 3.5, 3, 1, -3, 0, i, -1.1, -2
Profile of COCCCNC(=O)c1ccc(CSCc2ccc(C)cc2)o1 = 5, -0.1, -1, 5, -2, 2, i, -1.0, -3
Profile of Cc1cc(/C=C2/C(=O)N(C)C(=S)N2C)ccc1N1CCCC1 = -142, 0.4, 9, -171, -3, 90, i, -0.1, -5
Profile of C/C(=C\c1ccc(Br)cc1)C(=O)c1c(C)cc(C)[nH]c1=O = -9, -1.8, -1, 9, -1, 1, i, 0.9, -3
